Bioassay records (PubChem)
rCAG RNA binder – binders of r(CAG) RNA repeats, primary screen, biochemical, fluorescence. r(CAG) RNA repeat, TO-PRO-1 dye displacement fluorescence. inhibition, % at 3 µM. 370,000 tested, 1.3% active. AID 651821, 2012;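 active = inhibition above the plate cutoff, the mean of all test compounds on that plate plus 3 SD, cut at about 35% in these data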;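 note: 0% = DMSO alone and 100% = 100 µM mitoxantrone as full dye displacement; higher means more dye released from RNA so lower well fluorescence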
NR1D1 modulator – modulators of Rev-erb alpha DNA binding, primary screen, biochemical, FITC-DNA, fluorescence polarization, uHTS; Rev-erbα–FITC-DNA binding, 90 min; activity, % at 10 µM; Nuclear receptor subfamily 1 group D member 1 (Homo sapiens), P20393; 370,000 tested, 0.79% active;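 active = activity above about 14%, limit read from the data; passing the limit was not always enough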;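 note: 0% = DMSO wells with 35 nM protein and 100% = DMSO wells with 750 nM protein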
NPR1 activator – GC-A stimulated cGMP production enhancers – HEK293 GC-A cells, cGMP TR-FRET, EC30 ANP, primary screen; 0% at EC30 ANP, 100% saturating ANP; activation, % at 10 µM; 370,000 tested, 0.14% active; in the data active = activation above about 40%
ARFGAP1 inhibitor – inhibitors of rat ARFGAP1 GAP activity, primary screen, biochemical, fluorescence polarization, GDP tracer; Arfgap1-stimulated ARF1 GTP hydrolysis, GDP FP detection; inhibition, % at 16.5 µM; 360,000 tested, 0.26% active; AID 651572, 2012;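 active = inhibition above a per-plate limit, mean inhibition of low control wells plus 3 SD, cut at about 25% in these data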;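 note: 0% = DMSO wells with enzyme and 100% = wells lacking Arfgap1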
Target sequence (Q62848 1-136 limits assumed): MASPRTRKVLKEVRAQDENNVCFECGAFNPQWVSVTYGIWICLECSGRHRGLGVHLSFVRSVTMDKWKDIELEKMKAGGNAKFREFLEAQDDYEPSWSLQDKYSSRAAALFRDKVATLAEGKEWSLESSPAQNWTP
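Assay system: purified rat His6-Arfgap1 residues 1-136 (GAP domain); Reagent: human Δ17 ARF1 bound to GTP; Dosing: 16.5 µM single point, 1.26% DMSO; Times: GTP hydrolysis reaction 2 h at 25 °C; Signal: FP, GDP Alexa 633 tracer displaced from anti-GDP antibody, 620/688 nm; Measure: % inhibition from polarization.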
PG9 binder – binders of HIV-1 gp120 antibody PG9, primary screen, biochemical, TR-FRET; HIV-1 gp120 / PG9 antibody interaction; TR-FRET gp120-PG9 antibody binding; inhibition, % at 6.7 µM; 360,000 tested, 0.43% active; in the data active = inhibition above about 8.5%
ASAP1 inh – inhibitors of human ASAP1 ArfGAP activity, primary screen, biochemical, fluorescence polarization | 360,000 tested, 0.19% active | Arf-GAP with SH3 domain, ANK repeat and PH domain-containing protein 1 (Homo sapiens), … | AID 624377, 2012 | inhibition, % at 16.5 µM | ASAP1-stimulated ARF1 GTP hydrolysis, GDP FP detection; in the data active = inhibition above about 25%;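 note: 0% = vehicle with enzyme and substrate and 100% = no enzyme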
Target sequence (Q9ULH1 325-724 limits assumed): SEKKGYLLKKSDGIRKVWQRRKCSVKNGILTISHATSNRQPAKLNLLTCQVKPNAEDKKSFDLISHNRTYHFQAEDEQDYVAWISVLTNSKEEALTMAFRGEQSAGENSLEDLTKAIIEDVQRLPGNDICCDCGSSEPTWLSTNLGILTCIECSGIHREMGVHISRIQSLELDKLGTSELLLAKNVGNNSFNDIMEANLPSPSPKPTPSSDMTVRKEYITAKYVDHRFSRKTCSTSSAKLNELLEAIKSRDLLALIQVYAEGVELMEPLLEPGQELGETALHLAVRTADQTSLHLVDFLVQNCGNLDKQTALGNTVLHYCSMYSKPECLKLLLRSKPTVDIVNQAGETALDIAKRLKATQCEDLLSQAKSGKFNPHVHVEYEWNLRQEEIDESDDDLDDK
SMARCA2 activ – SMARCA2 (BRM) function activators, primary screen, cell-based, luminescence, high throughput; AID 652017, 2013; 370,000 tested, 1% active; activation, % at 9.1 µM; MG213 cells, MMTV-luciferase reporter, dexamethasone, overnight; in the data active = activation above about 7.8%;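 note: 0% = vehicle wells and 100% = reference activator wells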
NPR2 activator – human GC-B receptor activators, primary screen, HEK293 GC-B cells, cGMP TR-FRET, EC30 CNP; activation, % at 10 µM; Atrial natriuretic peptide receptor 2 (Homo sapiens), P20594; 370,000 tested, 0.11% active; AID 1920062, 2024; 0% at EC30 CNP, 100% saturating CNP;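 active = activation at 10 µM reaching about 35% in either raw or pattern-adjusted values, limit read from the data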
ABHD4 inh – ABHD4 inhibitors, primary screen, biochemical, fluorescence polarization, mouse. (Lyso)-N-acylphosphatidylethanolamine lipase (Mus musculus), Q8VD66. purified mABHD4, FP-Rh probe fluorescence polarization. inhibition, % at 8.92 µM. 370,000 tested, 0.54% active. AID 720543, 2013;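 active = inhibition exceeding the mean over every tested compound plus 3 SD, cut at about 30% in these data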;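 note: 0% = plate median of compound wells and 100% = S159A mutant with DMSO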
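Assay system: Wild-type mouse ABHD4 protein | Medium: HEPES pH 7.0 buffer, 150 mM NaCl, 0.01% Pluronic F-127 | Incubation: Enzyme–compound pre-incubation 45 min, then probe 60 min, both 25 °C | Technique: Fluorescence polarization with parallel and perpendicular emission, 525/598 nm | Evaluation: % inhibition of FP-Rh probe binding versus controls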
HTRA1 inhibitor – HTRA1 serine protease inhibitors, primary screen, biochemical, fluorescence polarization, HTS; Q92743; recombinant HTRA1, FP-rhodamine activity-based probe; inhibition, % at 5.96 µM; 340,000 tested, 0.5% active; in the data active = inhibition above about 36%;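 note: 0% = enzyme with DMSO and 100% = wells lacking enzyme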
Target sequence (Q92743 whole entry, looked up): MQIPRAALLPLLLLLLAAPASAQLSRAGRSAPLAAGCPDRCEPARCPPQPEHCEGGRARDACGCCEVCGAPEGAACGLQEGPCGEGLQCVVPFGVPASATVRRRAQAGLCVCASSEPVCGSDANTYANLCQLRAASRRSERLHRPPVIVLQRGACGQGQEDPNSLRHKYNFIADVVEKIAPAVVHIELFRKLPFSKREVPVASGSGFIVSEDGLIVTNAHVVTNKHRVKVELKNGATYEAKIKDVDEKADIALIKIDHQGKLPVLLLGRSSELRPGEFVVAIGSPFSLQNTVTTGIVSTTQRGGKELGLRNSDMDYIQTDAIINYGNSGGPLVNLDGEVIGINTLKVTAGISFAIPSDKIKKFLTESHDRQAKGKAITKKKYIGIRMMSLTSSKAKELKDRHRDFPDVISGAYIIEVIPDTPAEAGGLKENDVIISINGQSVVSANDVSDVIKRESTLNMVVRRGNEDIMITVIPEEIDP
* hit, by the source's call; x = not tested or not shown.

Start of the listing, in advance, 5 compounds:
SMILES	rCAG RNA binder	NR1D1 modulator	NPR1 activator	ARFGAP1 inhibitor	PG9 binder	ASAP1 inh	SMARCA2 activ	NPR2 activator	ABHD4 inh	HTRA1 inhibitor
Clc1ccc(-c2onc3c2CCCC3)cc1	-2	0	5	0	-0.5	9	-3	7	-17	-15
O=[N+]([O-])c1ccc(N2CCN(C(=S)Nc3ccc(F)cc3)CC2)cc1	0	0	7	8	1.0	-14	-2	1	2	-5
OC(CN1CCN(Cc2ccccc2)CC1)c1ccc(Br)cc1 (stereo unspecified)	-7	-3	-1	0	0.1	-8	-3	-3	-4	-8
CC(C)CC(=O)N1CCN(Cc2cccc(F)c2)CC1	1	-5	2	6	1.5	4	-3	-2	10	3
O=C(NCCO)/C(=C\c1cccc([N+](=O)[O-])c1)NC(=O)c1ccco1	5	0	0	-5	-1.0	6	0	-2	3	6

This part in full, from the first entry:
SMILES	rCAG RNA binder	NR1D1 modulator	NPR1 activator	ARFGAP1 inhibitor	PG9 binder	ASAP1 inh	SMARCA2 activ	NPR2 activator	ABHD4 inh	HTRA1 inhibitor
Clc1ccc(-c2onc3c2CCCC3)cc1	-2	0	5	0	-0.5	9	-3	7	-17	-15
O=[N+]([O-])c1ccc(N2CCN(C(=S)Nc3ccc(F)cc3)CC2)cc1	0	0	7	8	1.0	-14	-2	1	2	-5
OC(CN1CCN(Cc2ccccc2)CC1)c1ccc(Br)cc1 (stereo unspecified)	-7	-3	-1	0	0.1	-8	-3	-3	-4	-8
CC(C)CC(=O)N1CCN(Cc2cccc(F)c2)CC1	1	-5	2	6	1.5	4	-3	-2	10	3
O=C(NCCO)/C(=C\c1cccc([N+](=O)[O-])c1)NC(=O)c1ccco1	5	0	0	-5	-1.0	6	0	-2	3	6
CCCC(c1nnnn1CCOC)N1CCN(C(=O)c2ccco2)CC1 (stereo unspecified)	1	-5	3	11	-0.5	-18	1	4	3	1
Cc1ccccc1N1C(=O)CC1(C#N)c1ccc(OCc2ccccc2)cc1 (stereo unspecified)	1	-6	2	8	-0.3	0	-2	-4	-9	-29
CCOc1ccc(S(=O)(=O)N2CCC(C(=O)NCC(=O)Nc3cccc(Cl)c3C)CC2)cc1	1	8	2	6	-1.9	-2	1	-2	-1	-2
O=C(Nc1ccc(S(=O)(=O)Nc2ccccn2)cc1)c1cccc(Br)c1	11	7	-10	12	1.0	8	-3	-10	-5	-26
O=C(/C=C/c1ccccc1)c1ccoc1	1	-2	-2	-2	0.3	-7	-5	8	7	2
O=C(C1=C[C@@H](C2CCCCC2)C[C@@H](OCCCCO)O1)N1CCN(Cc2ccccc2)CC1	3	0	7	4	1.6	9	0	1	-7	3
O=C(NCCc1csc(-c2cccnc2)n1)c1c(F)cccc1F	-2	1	-4	4	0.2	-3	-4	0	1	4
S=c1nccc(-c2ccc(Cl)cc2)[nH]1	1	0	3	1	-1.4	4	8.1*	2	1	x
Cc1ccc(C)c(NNC(N)=S)c1	-1	3	3	-10	-1.7	-4	0	1	3	-1
CCCc1nnc(SCC(=O)NC2CCCCC2)n1CCOC	-2	-4	3	-2	-0.3	-2	0	-2	3	1
COc1ccc(S(=O)(=O)CC2(O)CCN(C(=O)C(C)(C)C)CC2)cc1	-4	2	-6	0	-0.2	-4	-3	3	5	1
CN(c1ccc(Cl)cc1)c1cc2c(c3c1ccn3C)C1CCC2O1 (stereo unspecified)	9	16	0	3	3.2	9	-2	2	4	x
O=C(COc1ccccc1)NCc1nnc(SCC(=O)Nc2nccs2)n1-c1ccccc1	0	1	-3	5	-0.6	3	0	-1	-2	-8
CCC(C)Nc1nc(N)c([N+](=O)[O-])c(NCCO)n1 (stereo unspecified)	2	1	7	-8	0.8	-2	-1	10	4	-12
O=C(CNc1n[nH]c(=O)[nH]c1=O)N/N=C/C=C/c1ccccc1	1	0	-2	3	-2.7	-3	-1	-1	2	-1
O=C(N/N=C/c1ccc(Br)s1)c1cccs1	6	5	-2	1	-2.8	17	-2	-6	-13	x
CC(C)(C)c1nnc(NC(=O)CS(=O)(=O)Cc2ccccc2)s1	8	1	-4	9	-1.9	-10	0	2	-6	2
CCn1c(SCc2ccc(C(=O)Nc3nccs3)cc2)nnc1-c1ccc(N)cc1	3	-5	-8	7	-0.5	8	-2	-3	-13	-11
COc1ccc(C)cc1NC(=O)c1cc2ccccc2cc1OCC(=O)NCc1ccco1	11	2	-3	4	-0.2	12	-4	3	-21	-12
CCCCn1cc(SCC(=O)O)c2ccccc21	4	-1	-2	-8	-3.7	-11	0	-1	13	0
CC(C)CCOP(=O)(c1ccc(N(C)C)cc1)C(O)c1ccccn1 (stereo unspecified)	-7	2	0	9	-1.9	-1	0	4	-1	3
O=C(NC1CCCC1)[C@@H]1CCCN1C(=O)[C@@H](NC(=O)N1CCOCC1)C1CCCCC1	-1	1	-1	-13	-2.0	-11	-2	1	4	x
CCNC(=O)CSc1nc2ccccc2c(=O)n1OC	2	-5	0	21	1.7	6	1	-2	-1	3
COc1cc2c(cc1NC(=S)Nc1cccc(C(F)(F)F)c1)oc1ccccc12	14	5	-2	21	-3.8	-6	1	-3	-4	-8
O=C(CCCC(=O)OCC(=O)c1cccs1)Nc1ccc(F)cc1	-1	1	0	-4	0.9	-21	2	1	-2	-1
CN(C)c1ccc(/C=N/NC(=O)Cn2nnc3ccccc32)cc1	4	-2	-5	5	-7.8	13	-3	-1	2	-1
CCN(CC)S(=O)(=O)c1ccc(NC(=O)CSc2nc3nc(C)cc(C)c3c(=O)[nH]2)cc1	28	-8	-2	-12	-0.8	21	1	3	3	-19
Cc1cc(NC(=O)C2C3C(=O)N(CC4CCCO4)C(C(=O)NCc4ccccc4)C34C=CC2(C)O4)no1 (stereo unspecified)	2	6	-2	0	1.1	7	0	1	-8	0
Cc1ccccc1NC(=O)c1c(-c2ccccc2)noc1C	-1	0	3	2	-0.2	4	-5	9	-2	-2
CCOC(=O)C1=C(C)NC(=O)NC1	-1	0	5	9	-0.8	-4	-1	-2	-6	-2
CC(C)(C)OC(=O)CC[C@@H](C(=O)NCCCCCCCCCCC(=O)N1CCN(C(=O)OC(C)(C)C)CC1)n1cc(CCCCCNC(=O)OC(C)(C)C)nn1	1	7	-2	3	2.2	9	-1	1	-2	11
CC(NC(=O)CSc1ncccn1)c1ccccc1 (stereo unspecified)	-2	3	0	-4	-2.9	6	1	1	2	1
CCc1ccc(NC(=O)CC2C(=O)N(c3ccc(C)cc3)C(=O)N2C2CC2)cc1 (stereo unspecified)	-1	0	1	2	0.3	-3	-1	-4	-9	-5
COc1ccc(/C=C(/CC(=O)NCc2ccc(Cl)cc2)c2nc3ccccc3s2)cc1	17	2	-1	3	-0.5	7	-1	4	-11	-44
Clc1nc(-c2n[nH]nc2Cl)n[nH]1	3	-2	1	-4	-0.2	12	-4	-2	3	-3
CCn1nc(NC(C)=O)c2cc3ccc(C)cc3nc21	-3	0	8	-1	-4.6	-11	-2	-1	7	0
CC(=O)NC1CC2CCCC(C1)N2C(=O)Nc1cccc(Cl)c1 (stereo unspecified)	-4	4	3	-3	0.1	9	-2	1	-1	6
O=C(CNC(=O)C1(c2ccccc2)CC1)Nc1ccc(F)c(F)c1	-3	-3	2	7	-0.1	10	1	0	1	3
Cc1ccc(C)c(C(=O)CN2C(=O)CCC2=O)c1	4	-3	0	-4	-1.9	1	0	2	-3	-1
Cc1c(-n2c(SCC(C)C)nc3ccccc3c2=O)c(=O)n(-c2ccccc2)n1C	-6	8	-6	-15	-0.2	10	-3	-6	5	5
CNC(=O)C[C@H]1C(=O)N(CCc2ccccc2)C[C@@H]1c1ccc(OC)cc1	4	-3	-1	-2	0.3	4	2	-3	-1	-5
CCc1nnc(SCc2cn3c(C)cc(C)nc3n2)n1N	3	3	-1	-11	1.0	9	1	-8	2	3
CCN(CC)C(=O)c1nc[nH]c1C(=O)O[C@@H](C)c1ccccc1	-2	1	4	2	1.4	8	0	4	-5	-6
CCOc1ccc(/C=C/C(=O)Nc2ccc(C(N)=O)cc2)cc1OC	-4	2	-5	10	0.1	5	1	-3	-2	-3
O=S(=O)(c1ccc(F)cc1)N1CCN(CC(O)COCc2ccccc2)CC1 (stereo unspecified)	-1	1	-2	4	-1.0	3	-2	-3	12	10
CC(NC(=O)C1CCC(CNS(=O)(=O)c2ccccc2)CC1)c1ccccc1 (stereo unspecified)	-1	-2	5	3	2.2	9	-2	-1	-10	3
CC1(C)CC(=O)C2=C(C1)Nc1ccccc1NC2c1cc(Cl)ccc1O (stereo unspecified)	-3	-1	-27	-12	-1.6	17	-2	-3	4	5
COc1cc(/C=C2/NC(=O)N(Cc3ccccc3F)C2=O)cc(OC)c1OC	-7	-1	21	-9	-2.9	22	-2	5	-3	-6
Cc1cc2oc(=O)cc(CN3CCCCC3)c2cc1O	0	-2	9	6	-0.2	12	-1	5	2	-2
CCC(C)(C(=O)NC1CCCC1)N(C(C)=O)c1ccc(C)cc1 (stereo unspecified)	-10	1	2	-4	-1.1	-7	2	8	-4	-4
Cc1ccc2cc(CN(CC3CCCO3)C(=O)C(C)C)c(=O)[nH]c2c1 (stereo unspecified)	-5	0	3	5	0.3	-15	2	-1	2	1
COc1ccc(S(=O)(=O)CCC(=O)NC2CCCCC2)cc1	0	-2	0	15	1.7	3	2	3	-2	2
O=C1NC2c3ccccc3CC2O1 (stereo unspecified)	5	-6	-2	7	-0.7	2	1	-2	-13	-3
COc1cc(C(=O)OCC(=O)c2ccc(S(=O)(=O)N3CCCCC3)cc2)cc(OC)c1OC	13	-5	-2	-3	-0.6	8	-2	0	-4	-9
Cc1cccc(N2C(=O)/C(=C/c3cccnc3)SC2=S)c1	0	2	8	1	0.7	-7	-4	-1	-6	-7

Additional structures follow.
SMILES	rCAG RNA binder	NR1D1 modulator	NPR1 activator	ARFGAP1 inhibitor	PG9 binder	ASAP1 inh	SMARCA2 activ	NPR2 activator	ABHD4 inh	HTRA1 inhibitor
COC(=O)c1cccc(NC(=O)CCNC(=O)c2ccco2)c1	-1	-7	-2	-10	0.5	-2	-2	5	2	6
CCOC(=O)Cn1c(C)[n+](CC(=O)c2ccccc2)c2ccccc21	-1	1	6	-10	-2.6	7	-4	-4	-9	2
CCOc1ccc(Br)cc1S(=O)(=O)Nc1ccc(C(=O)OCC(=O)N(C)c2ccccc2)cc1	7	2	-5	0	-0.6	26*	2	-1	-11	-44
CC(C)Cc1ccc(CN2CCCC(NC(=O)CCN3CCOCC3)C2)cc1 (stereo unspecified)	-8	2	3	6	-0.8	-12	0	-1	2	-3

Compounds as they come (roughly 4.4% active in at least one column).
